# OXTR ag: human OXTR agonists, primary screen, fluorescence, CHO-OTR cells, Fluo-8 calcium. Fluo-8 calcium fluorescence; normalized: DMSO 0%, oxytocin 100%. activation, % at 3 µM. 0.32% of 320,000 active. Oxytocin receptor (Homo sapiens), P30559. AID 2435, 2010;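 active means activation above the mean of all tested compounds plus 3 SD, cutoff set per screening run, cut at about 20% in these data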;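 further: peak over basal fluorescence ratio from a 100 s FLIPR kinetic read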
# GPR7 antagonist: GPR7 receptor antagonists, primary screen, cell-based, fluorescence, single concentration | Neuropeptides B/W receptor type 1 (Homo sapiens), P48145 | GPR7-expressing cells, fluorescence antagonist assay | inhibition, % at 4.4 µM | 1.1% of 290,000 active | AID 1861, 2009; in the data active means inhibition above about 16%, passing the limit was not always enough;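 further: cells stimulated with the agonist NPW; 0% = agonist with vehicle and 100% = vehicle without agonist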
# V1R ag counter: agonists of human V1a receptor, primary screen, counter-screen for OXTR agonist project, fluorescence, CHO-V1R cells. 0.25% of 320,000 active. AID 2797, 2010. Fluo-8 calcium fluorescence, agonist mode; 0% DMSO, 100% 3 nM vasopressin. Vasopressin V1a receptor (Homo sapiens), P37288. activation, % at 3 µM;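 active means activation above the mean activation of all tested compounds plus 3 SD, per screening run, cut at about 20% in these data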;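 further: signal is peak over basal fluorescence ratio across a 100 second FLIPR read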
# Target sequence (P37288 whole entry, looked up): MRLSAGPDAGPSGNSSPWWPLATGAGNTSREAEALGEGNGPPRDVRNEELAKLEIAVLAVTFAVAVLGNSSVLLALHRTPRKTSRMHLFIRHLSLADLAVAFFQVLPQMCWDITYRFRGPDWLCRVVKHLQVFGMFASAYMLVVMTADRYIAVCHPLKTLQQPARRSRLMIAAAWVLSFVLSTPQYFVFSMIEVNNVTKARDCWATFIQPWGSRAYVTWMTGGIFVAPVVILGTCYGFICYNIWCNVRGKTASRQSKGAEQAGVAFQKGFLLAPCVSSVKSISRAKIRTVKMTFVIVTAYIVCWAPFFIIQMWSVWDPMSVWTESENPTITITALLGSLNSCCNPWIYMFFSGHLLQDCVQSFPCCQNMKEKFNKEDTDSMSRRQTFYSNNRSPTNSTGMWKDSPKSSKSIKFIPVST
# PHOSPHO1 block: PubChem AID 1565; recombinant PHOSPHO1, absorbance phosphatase assay; inhibition, % at 13.3 µM; 1.1% of 290,000 active; in the data active means inhibition above about 60%
# Target sequence (Q8TCT1 whole entry, looked up): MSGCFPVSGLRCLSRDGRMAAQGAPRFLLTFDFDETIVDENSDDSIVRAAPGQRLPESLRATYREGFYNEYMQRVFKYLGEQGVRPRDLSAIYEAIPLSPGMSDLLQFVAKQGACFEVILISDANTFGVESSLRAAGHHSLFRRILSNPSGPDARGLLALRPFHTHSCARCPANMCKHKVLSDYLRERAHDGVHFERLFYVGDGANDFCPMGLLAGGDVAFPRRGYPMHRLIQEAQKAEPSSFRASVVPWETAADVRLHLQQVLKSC
# GalR3 antagonist: GalR3 antagonists in HEK293 cells, primary screen, cell-based, fluorescence readout. Galanin receptor type 3 (Homo sapiens), O60755. HEK293 GalR3-CNG cAMP membrane potential fluorescence; galR3 body fused to GalR1 C-terminus. inhibition, % at 3 µM. 0.44% of 360,000 active;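 active means inhibition above the screen-wide average plus 3 SD, cut at about 13% in these data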;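 further: forskolin and galanin both at EC90 stimulate the cells; cAMP rise reported by CNG channel membrane potential dye signal; 0% = forskolin plus galanin with DMSO and 100% = forskolin alone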
# Target sequence (O60755 1-299 limits assumed): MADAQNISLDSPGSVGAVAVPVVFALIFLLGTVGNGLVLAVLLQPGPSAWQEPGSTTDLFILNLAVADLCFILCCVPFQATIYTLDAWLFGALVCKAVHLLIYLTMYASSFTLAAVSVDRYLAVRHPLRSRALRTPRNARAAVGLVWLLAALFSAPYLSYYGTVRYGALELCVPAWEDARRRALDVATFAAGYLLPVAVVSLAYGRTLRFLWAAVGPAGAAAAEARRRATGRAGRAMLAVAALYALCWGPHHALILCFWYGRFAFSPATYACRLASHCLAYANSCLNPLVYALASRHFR
# FID counter: compounds displacing fluorescent DNA intercalator, primary screen, artefact control for HCV NS3 helicase inhibitor project, biochemical, FID fluorescence; DNA fluorescent intercalator displacement; inhibition, % at 7.9 µM; 0.17% of 290,000 active; in the data active means inhibition above about 37%;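 further: 0% = vehicle and 100% = reference compound; higher means more ethidium bromide displaced from hairpin DNA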
# IMP-1 inh: IMP-1 metallo-beta-lactamase inhibitors, primary screen, biochemical, epi-absorbance readout, Pseudomonas aeruginosa enzyme. purified IMP-1, nitrocefin hydrolysis, epi-absorbance fluorescence. metallo-beta-lactamase IMP-1 (Pseudomonas aeruginosa). 0.45% of 290,000 active. inhibition, % at 5.6 µM. AID 1556, 2009;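 active means inhibition above the mean plus 3 SD of all compounds in the same screening run, cut at about 4.5% in these data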;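 further: 0% = IMP-1 with DMSO and 100% = DMSO wells lacking enzyme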
#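 assay system = purified recombinant IMP-1 metallo-beta-lactamase enzyme | schedule = 15 min preincubation plus 25 min reaction at 25 °C | signal = Epi-absorbance fluorescence, 480 nm excitation, 530 nm emission | read-out basis = percent inhibition from optical density relative to buffer-blank wells | controls = IMP-1 with DMSO as 0%, enzyme-free DMSO as 100%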
# NS3 helicase inh: inhibitors of HCV NS3 helicase, primary screen, biochemical, Cy5 molecular beacon fluorescence | Hepatitis C virus NS3 helicase | NS3 helicase DNA unwinding | 0.56% of 290,000 active | inhibition, % at 10.9 µM | AID 1800, 2009;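 active means inhibition above the mean of all tested compounds plus 3 SD, set per campaign, cut at about 35% in these data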;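 further: 0% = DMSO wells and 100% = thioflavine S control wells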
#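 test system = hepatitis C virus NS3 helicase domain fragment enzyme | reagent = annealed dual-labelled DNA beacon duplex, ATP-started | times = 1 h at 25 °C | detection = Cy5 fluorescence, 0 and 60 min reads | read-out basis = percent inhibition from t60/t0 fluorescence ratio | control set = DMSO and thioflavine S | replication = one well per compound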
# VIM-2 inh: VIM-2 metallo-beta-lactamase inhibitors, primary screen, biochemical, epi-absorbance readout, Pseudomonas aeruginosa enzyme; purified VIM-2, nitrocefin hydrolysis, epi-absorbance fluorescence; inhibition, % at 5.6 µM; 0.89% of 290,000 active;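 active means inhibition above the mean of all tested compounds plus 3 SD, cutoff set per screening run, cut at about 7.5% in these data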;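 further: red hydrolysis product quenches plate fluorescence so inhibitors raise well fluorescence; 0% = enzyme with DMSO and 100% = DMSO without enzyme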
# An asterisk follows results filed as active; x = no result given.
No.	canonical_smiles	OXTR ag	GPR7 antagonist	V1R ag counter	PHOSPHO1 block	GalR3 antagonist	FID counter	IMP-1 inh	NS3 helicase inh	VIM-2 inh
1	CCN(CC)S(=O)(=O)c1ccc(/C=C/C(=O)Nc2ccc(F)c(F)c2F)cc1	9.6	-4	8.8	-2	-2	-12	-2.1	-8	-3.0
2	COc1ccc(C(C(=O)NCc2ccccc2)N(Cc2ccco2)C(=O)c2snc(C(N)=O)c2N)cc1OC (stereo not given)	4.3	-4	3.6	23	-7	-35	-1.6	-11	0.4
3	COc1ccc(-c2cc3ccc(OCc4nn[nH]n4)cc3oc2=O)cc1OC	0.4	5	-0.4	-3	-3	-35	2.7	7	1.7
4	O=C1c2ccccc2C(=O)N1CC1=NCCc2ccccc21	-0.1	-1	-0.3	-10	-4	-3	-1.5	-1	0.3
5	O=C(CCN1C(=O)c2ccccc2S1(=O)=O)Nc1ccccc1F	x	-12	x	x	0	-6	0.4	12	-0.8
6	CCN(CC)CCCN(C(=O)c1ccco1)c1nc(-c2ccc(C)cc2)cs1	6.3	14	2.6	16	-11	21	-1.2	-41	-5.7
7	Cc1ccc(N(CC(=O)NCc2ccco2)C(=O)CCC(=O)Nc2ccccn2)cc1C	2.3	3	2.2	-10	1	-32	-6.1	1	-4.8
8	Cc1ccccc1C(=O)Nn1cnc2ccccc2c1=O	0.6	-6	-0.1	32	-1	0	0.5	-1	0.6
9	Cc1occc1C(=O)N1CCCC(CCC(=O)NCc2ccc(F)c(F)c2)C1 (stereo not given)	-0.9	-13	-0.4	26	0	-14	-0.6	5	0.8
10	Cc1ccc2c(c1)sc(=NC(=O)c1cccs1)n2C	-1.9	6	-1.0	20	-14	-5	0.0	-2	-0.7
11	CCc1ccc(N2C(=O)CC(c3ccc(F)cc3)C3=C2COC3=O)cc1 (stereo not given)	-0.9	19	0.6	16	x	-13	-5.1	4	-2.1
12	CN(CCc1ccccn1)C(=O)Nc1cc(Cl)cc(Cl)c1	-2.5	-9	-0.4	45	0	-8	-3.3	-10	-2.4
13	CCOC(=O)N1CCC(NC(=O)C2CCN(S(=O)(=O)c3cccs3)CC2)CC1	0.5	8	1.0	11	-5	-22	-2.1	-3	0.4
14	CN(c1cccc(NC(=O)CCSc2ccccc2)c1)S(C)(=O)=O	3.7	4	4.5	0	-3	-10	-2.2	-4	-3.1
15	O=C1CCc2cc(S(=O)(=O)N3CCN(c4cccc(C(F)(F)F)c4)CC3)ccc2N1	2.9	-14	2.0	-3	x	-4	-0.3	-14	-3.2
16	O=C1CC(c2ccccc2)=NN1c1ccc([N+](=O)[O-])cc1	-1.6	4	0.6	32	-2	11	-3.2	16	-3.9
17	COc1ccccc1NC(=O)C1CCCN1C(=O)Nc1ccc(F)cc1 (stereo not given)	0.0	17	0.1	28	-6	-4	1.8	6	0.8
18	O=C(CSc1nnc(CNC(=O)c2ccc(F)cc2)o1)NCc1ccccc1	-0.5	-15	0.3	6	-1	-10	-1.7	9	-1.6
19	COc1ccccc1OCC(=O)Sc1ccc(C)cc1	-2.1	-2	-0.3	2	-3	4	-2.7	2	-2.1
20	O=c1oc2ccccc2cc1-c1cn2ccccc2n1	0.5	-9	0.0	32	-4	-1	-2.0	4	-0.3
21	Cn1cc(/C=C2/SC(=O)N(CC(=O)Nc3ccc4c(c3)OCO4)C2=O)c2ccccc21	0.3	-7	1.1	15	0	2	-1.2	-4	-0.9
22	Cc1ccc(N(CC(=O)NC2CC2)S(=O)(=O)c2ccccc2)c(C)c1	-0.9	17	0.5	18	-3	-31	2.2	16	1.1
23	Cc1ccc(S(=O)(=O)NCCN=Cc2ccc(N(C)C)cc2)cc1	-0.2	-10	0.1	31	2	1	-2.6	5	-1.9
24	CCCc1cc(-c2nc(-c3ccc(Br)cc3)cs2)ccn1	0.7	-3	1.5	-1	2	-2	-3.6	-7	-3.7
25	CC(C)(C)NC(=O)NC(=O)Cn1ccsc1=N	-0.3	-5	-0.4	12	-1	-4	-3.8	-1	-1.2
26	Cc1cc(C)cc(NC(=S)NCc2ccc3[nH]c4c(c3c2)CCCC4)c1	-1.5	-21	0.0	-6	-2	-17	-3.9	-42	-2.7
27	Cc1cc(OCC(=O)NCCN2CCOCC2)c2c(C)c(C)c(=O)oc2c1	0.0	4	-1.2	-13	4	3	-2.4	11	19*
28	CCCCOc1ccc(N(CC(=O)NC(C)(C)C)C(=O)CCC(=O)Nc2nccs2)cc1	3.5	-5	0.4	13	-3	-42	-1.9	-5	-3.5
29	Cc1ccc(S(=O)(=O)NCC(=O)OCC(=O)c2ccc(Cl)s2)cc1	-0.2	4	0.3	-1	-1	-22	-0.2	0	-0.1
30	CCN1CCN(S(=O)(=O)c2cccs2)CC1	1.4	-7	0.8	-1	-2	3	-3.6	-7	-3.4
31	CCOc1ccccc1OCC(=O)Nc1nnc(C)s1	0.1	-1	0.8	36	-5	-10	-3.1	9	-3.9
32	CC(=O)COc1ccc(-c2csnn2)cc1	0.1	-15	1.5	-5	-4	-1	-1.1	1	-1.3
33	CC(=O)N(C)c1ccc(OCC(O)COc2ccc(N(C)C(C)=O)cc2)cc1	0.8	1	1.5	32	-2	-21	-3.0	-3	-0.9
34	O=C(Cn1c(=O)sc2ccccc21)Nc1ccc(O)cc1	0.1	-14	0.9	-5	-4	0	-3.7	3	0.3
35	COc1ccc(C(C)=O)cc1Cn1cnc2c(cnn2C)c1=O	1.3	-4	1.8	-13	6	-3	-2.8	4	-1.3
36	Cn1c(=O)c2cc(S(=O)(=O)NC(C(=O)Nc3cccnc3)c3ccccc3)ccc2n(C)c1=O (stereo not given)	-0.7	-10	-1.0	10	5	-9	-6.6	5	-3.7
37	CC(C)CSc1oc(-c2ccco2)nc1S(=O)(=O)c1ccccc1	-2.5	-9	-1.1	12	-6	-23	-2.1	40*	-1.1
38	CC(C)n1c(CN2CCN(Cc3ccccc3)CC2)nc2ccccc21	8.0	-4	-1.0	-1	-4	-2	-2.7	-6	-3.9
39	N/C(=N\OC(=O)c1ccccc1F)c1cccc([N+](=O)[O-])c1	-0.1	-14	0.2	-3	-10	1	-1.7	16	-0.2
40	Cc1cccc(NC(=O)C2CCCN(S(=O)(=O)c3cccc4nsnc34)C2)n1 (stereo not given)	0.7	-2	1.6	-4	0	-7	-2.2	5	-3.5
41	CC1CCN(C(=O)Cn2c(=O)oc3ccccc32)CC1	-0.6	-7	0.9	-13	-4	-7	-1.8	-3	-1.6
42	Cc1ccc(C(NC(=O)N2CCCC2)C(Cl)(Cl)Cl)cc1F (stereo not given)	-2.0	-3	0.3	2	-6	5	-1.9	-4	-1.6
43	O=C1c2ccccc2NC2(CCCCC2)N1N=C1CCCCC1	0.6	-5	1.1	0	-1	-2	-1.0	49*	-1.0
44	CCNC(=O)CSc1nc2cc([N+](=O)[O-])ccc2n1-c1cccc(C(F)(F)F)c1	-2.3	-2	-1.7	10	-3	0	-2.4	3	1.1
45	Cc1ccc(-c2ccc(CCC(=O)O)n2Cc2ccco2)cc1	-0.1	1	0.3	7	-3	-31	0.1	28	-4.6
46	COc1ccc(/C=C(/C#N)C(=O)NC2CCCCC2)cc1Br	-1.9	-9	0.1	44	-3	-1	-1.3	-2	0.0
47	CN(C)C(=O)CSc1cnc2ccccc2n1	0.2	-17	0.8	28	-1	-3	-2.0	8	-3.2
48	O=C(O)c1ccccc1C(=O)NCCCCCCNC(=O)c1ccccc1C(=O)O	-0.7	-16	-0.7	14	-11	4	-6.0	-1	-1.0
49	CCN(C(=O)c1ccc(C)c(Br)c1)c1ccccc1	-1.9	-1	-2.1	-1	-7	-21	0.0	-2	-2.1
50	O=C(c1noc2c1CCCC2)N1CCc2c([nH]c3ccccc23)C1c1ccccn1 (stereo not given)	-0.2	-4	0.8	31	-5	-17	-0.3	-21	-0.2
51	CC(=O)Nc1nc2c(s1)C(=O)NCC(C)(C)C2	0.6	-4	-2.0	36	-2	1	-2.4	-2	-2.4
52	Cc1cnc(C(=O)OC(C)C(=O)Nc2ccc3c(c2)OCCO3)cn1 (stereo not given)	0.3	-18	2.2	53	0	2	-0.8	-10	-1.0
53	CCN(CC)C1CCN(C(=O)c2cc(COc3ccccc3SC)on2)C1 (stereo not given)	1.9	-8	1.5	16	-10	8	-0.2	-1	0.7
54	O=C(C1CCN(c2nnc(N3CCCC3=O)s2)CC1)N1CCN(c2cccc(C(F)(F)F)c2)CC1	6.4	-12	8.1	22	3	-52	-2.4	-4	2.3
55	N#C/C(=C\c1cccn1-c1ccccc1)C(=O)NC1CCCCC1	-1.7	-4	-1.9	12	-3	-11	-2.0	2	-2.4
56	CCOc1ccc(N=c2oc3cc(O)ccc3cc2C(=O)NCC2CCCO2)cc1 (stereo not given)	0.9	3	0.3	-12	-6	-2	-2.4	9	-3.4
57	COc1ccc(N2CCN(CCNC(=O)c3nnc(Cc4c(F)cccc4Cl)o3)CC2)cc1	2.9	4	2.9	1	-7	2	-2.0	-5	-3.0
58	N#C/C(C(=O)N1CCCCC1)=C1/N=C(NC(=O)c2ccc(F)cc2)c2ccccc21	0.6	1	0.4	16	-1	-4	-2.5	-2	-8.1
59	Cc1ccccc1-n1ncc2c1CC(C)(C)CC2NC(=O)CSc1ccncc1 (stereo not given)	-0.7	-8	-0.9	38	-4	-25	-1.9	8	-3.5
60	NC(=S)Nc1cccc2cnccc12	0.0	-2	1.3	4	0	1	1.8	-6	-5.5

# The listing continues.
No.	canonical_smiles	OXTR ag	GPR7 antagonist	V1R ag counter	PHOSPHO1 block	GalR3 antagonist	FID counter	IMP-1 inh	NS3 helicase inh	VIM-2 inh
61	Cc1ccc(-n2c(N)c(C(=O)N3CCN(C)CC3)sc2=S)cc1	1.5	2	1.0	38	2	13	-2.8	1	-0.1
62	Nc1nc(SCc2ccc(Br)cc2)[nH]c(=O)c1-c1ccccc1	2.9	0	6.8	-3	0	-2	0.2	18	1.5
63	COC(=O)C1(C)Cc2cc(OC(C)=O)c(OC(C)=O)cc2N1 (stereo not given)	0.1	0	-0.1	32	x	-2	-0.9	8	-1.0
64	Cc1nn(Cc2ccc(F)cc2)c(C)c1NC(=O)c1noc2c1CCc1ccccc1-2	1.1	1	2.2	-10	1	-9	-2.5	-1	-2.5
65	Cc1cc(=O)[nH]c(N/N=C/c2ccc(C)o2)n1	-0.3	3	0.3	-19	-2	-1	-0.9	1	-2.5
66	CCc1ccc(Nc2nnc(SCC(=O)NCCN3C(=O)CSC3=O)s2)cc1	-1.7	6	-1.2	-11	-1	-21	-3.9	2	-3.6
67	COc1ccc(/C=C2\C(=O)ON=C2c2cccc([N+](=O)[O-])c2)cc1	1.3	6	-0.2	-23	7	1	-0.4	16	2.1

# Not a hit list (roughly 4.3% active in at least one column).
